Mtb RmlCD inh – M. tuberculosis RmlC/RmlD coupled enzyme inhibitors, primary screen, biochemical, compound mixtures, 384-well, from 1536-well plates; actives 0.03% (n = 160,000); inhibition, % at 3.6 µM; AID 1533, 2009; RmlC+RmlD coupled enzyme assay, percent inhibition; primary screen in compound mixtures; in the data active means inhibition mostly above about 34%, no sharp cut-off; inconclusive means no clear call, values can overlap the other calls; inactive means mostly below about 22%; further: some results filed as inactive read as strong as hits
Target sequence (P9WH09 whole entry, looked up): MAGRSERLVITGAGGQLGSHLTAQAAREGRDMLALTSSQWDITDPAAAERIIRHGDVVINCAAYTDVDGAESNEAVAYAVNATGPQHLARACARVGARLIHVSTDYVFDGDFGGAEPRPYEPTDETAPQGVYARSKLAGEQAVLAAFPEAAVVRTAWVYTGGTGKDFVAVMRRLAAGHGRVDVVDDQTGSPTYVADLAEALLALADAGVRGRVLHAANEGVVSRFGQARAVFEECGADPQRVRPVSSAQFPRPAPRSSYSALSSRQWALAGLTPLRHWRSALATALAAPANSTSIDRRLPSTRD
Target sequence (P9WH11 whole entry, looked up): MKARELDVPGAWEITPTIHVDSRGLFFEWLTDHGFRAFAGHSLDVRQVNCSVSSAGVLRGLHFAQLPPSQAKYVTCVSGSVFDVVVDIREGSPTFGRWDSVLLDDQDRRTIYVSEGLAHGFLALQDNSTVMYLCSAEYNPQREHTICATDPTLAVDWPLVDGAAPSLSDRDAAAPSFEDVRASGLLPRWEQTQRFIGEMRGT
GlmU inhibition – inhibition of mycobacterial GlmU enzyme – biochemical, glucosamine-1-phosphate acetyltransferase (AID 1376) | inhibition, %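 (tested at 30 µM in the primary screen)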, or IC50 in µM where a hit was titrated | actives 0.25% (n = 220,000) | M. tuberculosis GlmU acetyltransferase enzyme assay; higher % means a stronger effect | Bifunctional protein GlmU (Mycobacterium tuberculosis (strain ATCC 25618 / H37Rv)); in the data active means inhibition above about 13%; inconclusive means no clear call, values can overlap the other calls;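 further: 0% = complete reaction with vehicle and 100% = reaction without substrate; strong numbers were not always called active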
* hit, by the source's call; i = inactive; ? = inconclusive; · = not tested or not shown. The list is partial (hit frequency here may not be typical).

SMILES | Mtb RmlCD inh | GlmU inhibition
O=C(Nc1ccc2c(c1)OCCO2)c1ccc(Br)s1 | -8.6 | 2.4%
CCN(CC)C(=O)CSc1nnc(-c2cc(-c3ccc(Cl)cc3)nc3ccccc23)o1 | 4.1 | -1.9%
COc1ccc(CCNC(=O)C2CC3Cn4c(nc5cc(C)c(C)cc54)C3N2C)cc1 (stereo not given) | · | 4.4%
Cc1cc(C)n(CC(O)Cn2c(C)c(C)c3ccccc32)n1 (stereo not given) | -4.1 | 0.5%
CCOc1ccc(N2C(=O)CC(N(O)c3ccccc3)C2=O)cc1 (stereo not given) | 2.0 | ·
c1ccc(-n2nnnc2CN2CCOCC2)cc1 | 12.8 | -4.9%
CC(C)c1ccccc1NC(=O)COC(=O)CNC(=O)c1ccc(Br)cc1 | · | 0.0%
O=C(CCc1ccccc1)Nc1nnc(-c2cccs2)o1 | 6.4 | -0.6%
O=C(c1cccc(C(F)(F)F)c1)N1CCN(C2CCCCC2)CC1 | -9.2 | -10.5%
CCc1ccc(NC(=O)CSc2nnc(-c3ccccn3)n2C)cc1 | 8.8 | 4.6%
O=C(O)CCSCC(=O)c1ccc2c(c1)OCCO2 | 6.9 | -0.3%
O=C(O)C1CC=CCC1C(=O)NCc1ccccc1 (stereo not given) | · | 1.7%
COCCNC(C(=O)Nc1cc(Cl)cc(Cl)c1)c1ccccc1 (stereo not given) | -11.6 | -4.0%
O=C(O)CCNC(=S)Nc1cccc(F)c1 | 34.7 | 10.9%
COC1CCCN(C(=O)c2ccc(OC3CCN(CCc4ccccc4)CC3)cc2)C1 (stereo not given) | ? | -0.8%

The final 6 records of the part before lead into the next.
SMILES | Mtb RmlCD inh | GlmU inhibition
CCc1ccc(NC(=O)CSc2nnc(-c3ccccn3)n2C)cc1 | 8.8 | 4.6%
O=C(O)CCSCC(=O)c1ccc2c(c1)OCCO2 | 6.9 | -0.3%
O=C(O)C1CC=CCC1C(=O)NCc1ccccc1 (stereo not given) | · | 1.7%
COCCNC(C(=O)Nc1cc(Cl)cc(Cl)c1)c1ccccc1 (stereo not given) | -11.6 | -4.0%
O=C(O)CCNC(=S)Nc1cccc(F)c1 | 34.7 | 10.9%
COC1CCCN(C(=O)c2ccc(OC3CCN(CCc4ccccc4)CC3)cc2)C1 (stereo not given) | ? | -0.8%
CCc1ccc(C2C(C#N)=C(N)SC(N)=C2C#N)cc1 | -2.5 | 3.1%
Cc1ccc(/C=C(\NC(=O)c2ccccc2)C(=O)OCc2ccccc2)cc1 | 4.7 | -0.2%
C/C(=N\NC(N)=O)c1ccccc1 | · | 4.8%
CCC(=O)NCCN1CCN(C(=O)CC)CC1 | · | -3.2%
Cc1cc(C)cc(NC(=O)Cn2cc3c(n2)CCCCC3)c1 | 4.6 | ·
O=C(O)CCCN1C(=O)C2C3CC(C2C1=O)C1C(c2ccccc2)c2sc(=O)[nH]c2SC31 (stereo not given) | 1.6 | -1.3%
COc1ccc(Cl)cc1N(CC(=O)NCC(C)C)S(=O)(=O)c1ccc(C)c([N+](=O)[O-])c1 | -5.0 | -0.1%
C/C(=N/NC(=O)CN1CCN(S(=O)(=O)c2ccc(Br)cc2)CC1)c1ccncc1 | · | -4.5%
Cc1ccc(N=CC=C2OC(C)(C)C(C)(C)O2)c(C)c1 | -5.1 | 0.8%
Cc1ccnc2nc(C(=O)NCc3cccs3)nn12 | 3.8 | 1.3%
CSc1nsc(SCC(=O)Nc2ccc3c(c2)OCCO3)n1 | · | 2.2%
C=CCNc1nc(NCCO)nc(N2CCCC2)n1 | -6.5 | -4.0%
COc1cccc(C2/C(=C(\O)c3ccc(OC)c(OC)c3)C(=O)C(=O)N2c2cc(C)on2)c1 (stereo not given) | -9.3 | 5.8%
Cc1ccc(C(=O)N2c3ccccc3CC2C)o1 (stereo not given) | -10.6 | -2.2%
CCOC(=O)C1CCN(c2c(NCc3ccc(C(=O)NCCC(C)C)cc3)c(=O)c2=O)CC1 | · | -0.7%
COc1ccccc1Nc1nnc(SCc2nnc(-c3cc(OC)c(OC)c(OC)c3)o2)s1 | 11.6 | -9.6%
O=C(CSc1nc2ccccc2s1)NCCCN1CCOCC1 | · | -1.7%
O=C(O)CC/C(=N\Nc1ccc([N+](=O)[O-])cc1S(=O)(=O)N1CCOCC1)c1cccs1 | · | -4.1%
Cc1cc(OCCCn2ccnc2)ccc1C(C)C | 11.9 | -0.3%
Nc1ccc(CC2SC(=O)NC2=O)cc1 (stereo not given) | · | 3.6%
N#CC1=C(N)Oc2c(ccc3cccnc23)C1c1ccccc1 (stereo not given) | -5.5 | 3.2%
Cc1cc(C(F)(F)F)n2nc(-c3cccs3)cc2n1 | -4.0 | 4.4%
Cc1nnc(SCC(=O)N2N=C(c3ccc(Cl)cc3)CC2c2ccco2)[nH]c1=O (stereo not given) | 2.9 | 7.6%
COCCn1c(=N)c(C(=O)NCCc2ccccc2)cc2c(=O)n3cccc(C)c3nc21 | · | 0.3%
COc1ccc(Nc2c(-c3ccco3)nc3ccc(C)cn23)cc1 | 0.1 | -2.4%
Cn1c(NC(=O)c2ccccc2NC(=O)C(C)(C)C)nc2ccccc21 | 0.2 | -3.3%
Nc1nc(NCc2ccco2)nc(Nc2cccc(F)c2)c1[N+](=O)[O-] | 65.1 | -8.4%
CC(=O)Nc1ccc(NC(=O)CN(c2ccc(C34CC5CC(CC(C5)C3)C4)cc2)S(C)(=O)=O)cc1 | 10.3 | 0.9%
O=P(c1ccccc1)(c1ccccc1)C(O)c1ccccn1 (stereo not given) | -8.3 | 0.7%
CCOC(=O)c1[nH]c(C)c(C(=O)N2CCOCC2)c1C | 11.3 | 1.3%
Cc1ccc2nc(-c3ccc(NC(=O)CCS(=O)(=O)c4ccccc4)cc3)sc2c1 | -7.6 | 2.0%
COC(=O)c1cc(C(=O)c2cc(Br)ccc2O)coc1=N | -5.2 | -0.3%
c1ccc(COC2CCCN(Cc3nc(Cc4ccccc4)no3)C2)cc1 (stereo not given) | · | -3.2%
O=C(Nc1nc2ccccc2s1)C1CCN(S(=O)(=O)c2cc([N+](=O)[O-])ccc2Cl)CC1 | · | 0.7%
CC(C)(C)NC(NC(=O)Cc1ccccc1)C(Cl)(Cl)Cl (stereo not given) | -0.1 | 1.9%
CC(=O)Nc1ccc(N(C(=O)c2ccco2)C(C(=O)NC2CCCC2)c2ccc(N3CCOCC3)cc2)cc1 (stereo not given) | · | 1.8%
Cc1ccc2cc(CN(CCCO)S(=O)(=O)c3cccc4nsnc34)c(=O)[nH]c2c1C | 64.3 | 8.8%
O=C(Cn1c(-c2cscn2)nc2ccccc21)Nc1ccc(Cl)cc1 | · | -3.9%
CCOCc1cnc(C)nc1NCC(=O)c1c(C)[nH]c2cc(C)ccc12 | 6.3 | 0.2%
C=CCN(C(=O)c1csnn1)C(C(=O)NC(C)(C)C)c1ccncc1 (stereo not given) | · | 6.9%
CCC1SC2=NC(C)=C(C(=O)OCCOC)C(/C=C/c3ccccc3OC)N2C1=O (stereo not given) | 3.7 | 3.1%
O=C(CN(CCc1ccccc1)C(=O)Cn1nnc(-c2cccs2)n1)NCc1ccco1 | -7.4 | -4.4%
CCOC(=O)C1C(c2cccs2)NC(=O)N(C)C1(O)C(F)(F)F (stereo not given) | -6.3 | -4.3%
COc1ccc(OC)c(C2N(c3ccc(Cl)cc3)C(=O)C3CCCN32)c1 (stereo not given) | -6.0 | -3.6%
S=c1[nH]nc(CN2CCCCC2)n1Cc1ccccc1 | 67.4 | 0.2%

Single records, from the list above.
Results for `CCC1SC2=NC(C)=C(C(=O)OCCOC)C(/C=C/c3ccccc3OC)N2C1=O` (stereo not given) : Mtb RmlCD inh = 3.7; GlmU inhibition = 3.1%
Results for `Cc1ccc2cc(CN(CCCO)S(=O)(=O)c3cccc4nsnc34)c(=O)[nH]c2c1C` : Mtb RmlCD inh = 64.3; GlmU inhibition = 8.8%

Next part:
SMILES | Mtb RmlCD inh | GlmU inhibition
CCOP(=O)(OCC)/C(=C/N1CCCCC1)NC(=O)c1ccccc1 | 4.7 | -3.6%
CCCC/C(C)=N/NC(=O)c1cn(-c2ccccc2)nc1-c1ccccc1 | -4.6 | -2.0%
CCC1CCCCN1Cc1nc2ccccc2c(=O)n1CC(C)=O (stereo not given) | 6.3 | -3.5%
Cc1ccc(S(=O)(=O)N2CCN(C(=O)c3cccs3)CC2)c(C)c1 | 3.5 | 1.4%
CN(CCCNC(=O)C1CCC(=O)N1Cc1ccccc1Cl)c1ccccc1 (stereo not given) | · | -2.4%
COc1cc(NC(=O)CCCl)cc(-n2cnnn2)c1 | 13.7 | -2.6%
Cc1cc(NC(=O)CN2C(=O)NC(C)(c3ccc(Cl)cc3)C2=O)no1 (stereo not given) | 39.9 | -8.1%
O=C(CC1Nc2ccccc2NC1=O)Nc1ccc2c(c1)OCO2 (stereo not given) | -9.6 | -1.1%
COC(=O)c1cccc(N=Cc2c(O)n(Cc3ccc(F)cc3)c(=O)[nH]c2=O)c1 | 5.8 | -6.0%
CCn1nnc(NC(=O)c2ccc(-c3ccc(Cl)cc3)o2)n1 | · | 0.1%
CCC(=NCCCO)c1c(O)n(-c2ccc(OC)cc2)c(=O)[nH]c1=O | 8.8 | -1.7%
CCOC(=O)c1sc(=S)n(C)c1NC(=O)c1ccc(C(C)(C)C)cc1 | · | 5.0%
O=C(CNS(=O)(=O)c1ccc(Br)s1)N1CCC(N2CCCCC2)CC1 | 2.3 | -0.8%
CC(C)(C)c1cc(-c2nc(N)nc(N)n2)cc(C(C)(C)C)c1 | · | 0.5%
O=c1cc(NCc2ccccc2)c2ccccc2o1 | 4.0 | 2.2%
O=C(OCCN=C1NS(=O)(=O)c2ccccc21)C1CC(=O)N(c2ccc(Cl)cc2)C1 (stereo not given) | 8.7 | 3.4%
NC(=S)Nc1cccc(Cl)c1 | 1.5 | 4.6%
COc1ccc(/C=C/C(=O)c2ccc(O)cc2)cc1COc1ccc(F)cc1 | 3.2 | 2.1%
O=C(NCCc1c[nH]c2ccccc12)OCCSS(=O)(=O)O | -10.8 | 2.1%
N=c1ccccn1CC(O)COc1ccccc1 (stereo not given) | 41.3 | -2.6%
CC1Cc2ccccc2N1C(=O)CSc1nc2cc3c(cc2cc1C#N)OCO3 (stereo not given) | 4.0 | 5.0%
O=C(Nc1ccc(F)cc1)C1CCN(C(=O)c2ccc([N+](=O)[O-])cc2)CC1 | 13.5 | -0.2%
CCN(CC)S(=O)(=O)c1ccc(C(=O)NCc2cccs2)cc1 | 0.3 | 1.3%
COc1cc(C)ccc1OCCCOc1ccccc1Br | 0.3 | ·
Cc1[nH]c2ccccc2c1C(=O)C(=O)N1CCN(C)CC1 | · | -1.1%
COc1ccc(CCNC(=O)CSC2=Nc3ccccc3C3=NC(C(C)C)C(=O)N23)cc1OC (stereo not given) | -7.7 | ·
O=C(Nc1cccnc1)c1ccc(Br)s1 | · | 0.8%
COc1cccc(C(=O)N2CCN(Cc3ccccn3)CC2)c1OC | · | -1.6%
CN=C(Nc1cc(C)nn1CCC#N)c1ccc(F)cc1 | -12.5 | 5.9%
CC(Oc1ccccc1)C(=O)NN1Cc2ccccc2C1=N (stereo not given) | 4.5 | -2.7%
CCOc1ccc(C(F)(F)F)cc1NC(C)=O | · | 0.5%
CCC(=O)Nc1cccc(-c2cn3ccsc3n2)c1 | · | 4.2%
CCOC(=O)N1CCN(C(=O)CSCC(=O)Nc2nc(-c3ccc(C)cc3)cs2)CC1 | -2.9 | -1.5%
CC(=O)Nc1ccc(S(=O)(=O)NCC(C)NS(=O)(=O)c2ccc(NC(C)=O)cc2)cc1 (stereo not given) | 9.0 | 1.2%
CCOc1cc(C(=O)N2CCC3(CC2)OCCO3)cc(OCC)c1OCC | -1.4 | 1.6%
CN1CCC2(O)OCCCC2C1 (stereo not given) | 7.3 | ·
CCCCC1=CC2=C(c3ccco3)C(=O)C(C)(OC(=O)c3ccc(OC)cc3)C(=O)C2=CN1C1CCCCC1 (stereo not given) | · | 7.6%
COCCCNC(=O)c1cc(Sc2nnc(C)s2)nc2ccccc12 | · | -1.4%
C=CCn1c(SCC(=O)N2CCCCC2)nnc1-c1ccncc1 | · | -1.6%
C=CCN1C(=O)NC(=O)/C(=C/c2ccoc2)C1=O | · | 9.9%
COc1ccc(OC)c(/C=N/NC(=O)c2[nH]ncc2Br)c1 | -2.4 | 6.4%
O=C(CN1CCc2ccccc2C1)NC1CCCC1 | 0.0 | 1.4%
O=C1CC(c2ccccc2)CC2=C1C(c1ccccn1)Nc1ccccc1N2 (stereo not given) | 16.2 | 0.6%
CNc1c([N+](=O)[O-])cnn1-c1ccccc1F | 3.7 | -4.0%
Cc1ccc(-n2c(O)c(/C=N/c3ncc(Br)cc3Br)c(=O)[nH]c2=O)cc1 | 5.8 | -5.7%
CC(C)(C)NC1=CC(=O)OC12CCCCC2 | 6.7 | -3.0%
COc1cccc(N2CC(C)Cn3c2nc2c3c(=O)n(CCN3CCOCC3)c(=O)n2C)c1 (stereo not given) | 4.9 | 1.5%
O=C1C(C2=NC(c3ccccn3)C3C(=O)N(c4ccc(Cl)cc4Cl)C(=O)C23)=C(O)c2ccccc21 (stereo not given) | -9.7 | 0.8%
O=C(c1ccc(-n2nc(C(F)(F)F)c3c2CCCC3)cc1)N1CCOCC1 | -4.9 | 0.5%
O=C(C1CCN(S(=O)(=O)c2cccc3nsnc23)CC1)N1CCc2ccccc2C1 | 2.7 | ·
CCCCCn1c(=NC(C)=O)c(C#N)cc2c(=O)n3ccccc3nc21 | i | ·
CC(C)CCN(CC(=O)NC(C)(C)C)C(=O)C(=O)Nc1ccc2c(c1)OCCO2 | -4.1 | -0.1%
